LYPLA2 inh = blocks human lysophospholipase 2, a PME1 counter-screen. recombinant LYPLA2, FP-Rh probe fluorescence polarization. 0.38% of 320,000 active. AID 2177. inhibition, % at 5.9 µM;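 active means inhibition above the screen-wide mean plus 3 SD, limit set per campaign, cut at about 26% in these data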;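 further: 0% = LYPLA2 with DMSO and 100% = wells lacking LYPLA2 enzyme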
Target sequence (O95372 whole entry, looked up): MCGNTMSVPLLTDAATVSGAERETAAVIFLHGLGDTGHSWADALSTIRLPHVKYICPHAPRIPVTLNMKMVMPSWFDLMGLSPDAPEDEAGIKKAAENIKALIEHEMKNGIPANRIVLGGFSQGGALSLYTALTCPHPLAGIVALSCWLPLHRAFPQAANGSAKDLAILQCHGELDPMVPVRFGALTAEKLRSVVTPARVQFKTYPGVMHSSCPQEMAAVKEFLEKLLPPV
ZTA DNA inh = blocks Epstein-Barr virus ZTA, an EBNA-1 counter-screen | inhibition, % at 11 µM | ZTA-DNA binding, fluorescence polarization | 0.15% of 320,000 active | P03206; in the data active means inhibition above about 33%
Target sequence (P03206 whole entry, looked up): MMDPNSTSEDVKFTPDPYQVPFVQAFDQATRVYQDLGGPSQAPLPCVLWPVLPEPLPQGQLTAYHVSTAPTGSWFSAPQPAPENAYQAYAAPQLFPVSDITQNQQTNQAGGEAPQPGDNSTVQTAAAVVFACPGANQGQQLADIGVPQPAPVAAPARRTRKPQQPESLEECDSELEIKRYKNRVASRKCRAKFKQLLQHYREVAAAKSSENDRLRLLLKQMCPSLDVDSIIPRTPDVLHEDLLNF
PAFAH1B3 inh = PAFAH1B3 (human) inhibition. inhibition, % at 3.39 µM. AID 492972. 0.28% of 340,000 active. Q15102. recombinant PAFAH1B3, FP-rhodamine probe, fluorescence polarization;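 active means inhibition above the screen-wide average of all tested compounds plus 3 SD, cut at about 25% in these data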;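 further: 0% = enzyme with DMSO only and 100% = wells lacking PAFAH1B3 protein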
PREPL inh = inhibits the human prolyl oligopeptidase-like enzyme; 0.68% of 320,000 active; Q4J6C6; inhibition, % at 5.96 µM; recombinant PREPL, fluorescence polarization activity-based probe; in the data active means inhibition above about 43%;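 further: 0% = enzyme with DMSO and 100% = wells lacking enzyme; many of its hits are not listed in these tables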
PAD4 FP inh = inhibitors of human PAD4. Q9UM07. recombinant PAD4, RCA probe fluorescence polarization. inhibition, % at 6.36 µM. 0.41% of 330,000 active. AID 485272;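 active means percent inhibition above a cutoff equal to the mean of all tested compounds plus 3 SD, cut at about 15% in these data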;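 further: 0% = PAD4 with RCA probe and DMSO and 100% = probe without PAD4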
EBNA-1 inh = blocks EBNA-1 binding to DNA; EBNA-1 DNA binding, fluorescence polarization; inhibition, % at 14.8 µM; 0.34% of 300,000 active; AID 1950; in the data active means inhibition above about 28%
LYPLA1 counter = blocks human lysophospholipase 1, a PME1 counter-screen; O75608; recombinant LYPLA1, FP-Rh probe fluorescence polarization; inhibition, % at 5.9 µM; 0.16% of 320,000 active;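 active means inhibition above the mean of all tested compounds plus 3 SD, set per campaign, cut at about 14% in these data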;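 further: inhibitors block serine hydrolase probe labeling of LYPLA1 so polarization falls; 0% = enzyme with DMSO and 100% = wells lacking LYPLA1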
Target sequence (O75608 whole entry, looked up): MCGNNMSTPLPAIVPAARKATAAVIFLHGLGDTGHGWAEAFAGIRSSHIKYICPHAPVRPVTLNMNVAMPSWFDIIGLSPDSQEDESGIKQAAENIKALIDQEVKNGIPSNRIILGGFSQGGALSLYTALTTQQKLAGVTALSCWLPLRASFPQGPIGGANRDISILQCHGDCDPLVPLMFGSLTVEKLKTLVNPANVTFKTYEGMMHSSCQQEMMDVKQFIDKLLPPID
PAFAH2 inh = PAFAH2 (human) inhibition; 0.99% of 340,000 active; AID 492956; inhibition, % at 3.39 µM; recombinant PAFAH2, FP-rhodamine activity probe, fluorescence polarization;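 active means inhibition above the mean over all tested compounds plus 3 SD, cut at about 30% in these data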;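 further: inhibitors block probe labeling of enzyme so polarization drops; 0% = enzyme with DMSO and 100% = wells lacking PAFAH2 protein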
GSTO1 counter = GSTO1 inhibition, counter-screen for RBBP9 inhibitors | recombinant GSTO1, activity-based probe fluorescence polarization | inhibition, % at 5.96 µM | 1.1% of 300,000 active;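 active means inhibition above the campaign mean inhibition plus 3 SD, cut at about 35% in these data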;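 further: 0% = GSTO1-1 with DMSO and 100% = wells lacking GSTO1-1 enzyme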
Target sequence (P78417 whole entry, looked up): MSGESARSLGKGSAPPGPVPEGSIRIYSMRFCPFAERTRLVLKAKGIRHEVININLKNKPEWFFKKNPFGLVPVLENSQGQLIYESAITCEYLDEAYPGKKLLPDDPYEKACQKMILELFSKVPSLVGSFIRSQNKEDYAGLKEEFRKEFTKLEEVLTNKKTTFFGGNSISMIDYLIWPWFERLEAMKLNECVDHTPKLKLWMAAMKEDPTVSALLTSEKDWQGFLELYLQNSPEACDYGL
Numbers without * were called inactive. Only part of the results is shown. The share of hits here may be higher or lower than overall.

Screening C=CCOc1ccc(/C(O)=C2/C(=O)C(=O)N(CCCn3ccnc3)C2c2cccs2)cc1 (configuration not stated) returned LYPLA2 inh 4, ZTA DNA inh 15, PAFAH1B3 inh -9, PREPL inh 6, PAD4 FP inh -6, EBNA-1 inh 5, LYPLA1 counter 0, PAFAH2 inh 12 and GSTO1 counter 4.
N/C(=N\OC(=O)COc1ccc2ccccc2c1)c1ccncc1 was read as LYPLA2 inh 1, ZTA DNA inh 7, PAFAH1B3 inh -4, PREPL inh -14, PAD4 FP inh -1, EBNA-1 inh 3, LYPLA1 counter -5, PAFAH2 inh -1 and GSTO1 counter -1.
For CCOC(=O)c1ccc(S(=O)(=O)NC2CC2)cc1 the results were LYPLA2 inh -1, ZTA DNA inh 3, PAFAH1B3 inh -6, PREPL inh -6, PAD4 FP inh 0, EBNA-1 inh 7, LYPLA1 counter 0, PAFAH2 inh 5 and GSTO1 counter 1.
Screening COC(=O)c1cnc2c(c1C(=O)OC)c(=O)n(C)c(=O)n2C returned LYPLA2 inh -4, ZTA DNA inh 0, PAFAH1B3 inh 0, PREPL inh 4, PAD4 FP inh 2, EBNA-1 inh -7, LYPLA1 counter -1, PAFAH2 inh 5 and GSTO1 counter 2.
`O=C(N(c1ccccn1)c1ccccn1)C12CC3CC(CC(Cl)(C3)C1)C2` gave LYPLA2 inh 12, ZTA DNA inh 5, PAFAH1B3 inh -2, PREPL inh 0, PAD4 FP inh 5, EBNA-1 inh -3, LYPLA1 counter 1, PAFAH2 inh -3 and GSTO1 counter 10.
For CCC(C)Sc1nc2c(c(=O)[nH]c(=O)n2C)n1C (configuration not stated) the results were LYPLA2 inh 2, ZTA DNA inh 10, PAFAH1B3 inh 2, PREPL inh 10, PAD4 FP inh -3, EBNA-1 inh -12, LYPLA1 counter -1, PAFAH2 inh 9 and GSTO1 counter 0.
`Cc1cc(NS(=O)(=O)c2ccc(NC(=O)c3cnc4scc(C)n4c3=O)cc2)nc(C)n1` gave LYPLA2 inh -1, ZTA DNA inh 15, PAFAH1B3 inh -1, PREPL inh -3, PAD4 FP inh -2, EBNA-1 inh -9, LYPLA1 counter 3, PAFAH2 inh 4 and GSTO1 counter -7.
Screening Cc1cccn2c(=O)c(C=NCCO)c(NCc3ccco3)nc12 returned LYPLA2 inh -1, ZTA DNA inh -1, PAFAH1B3 inh 2, PREPL inh -8, PAD4 FP inh -3, EBNA-1 inh 4, LYPLA1 counter -4, PAFAH2 inh 5 and GSTO1 counter 4.
Screening C[C@H]1CN([C@@H](C)CO)C(=O)Cc2cc(NS(C)(=O)=O)ccc2O[C@@H]1CN(C)CC1CC1 returned PAFAH1B3 inh 6, PREPL inh 6, PAD4 FP inh 0 and PAFAH2 inh -1.
For Cc1cc(CN2CCCCC2C(=O)Nc2ccc(Oc3cccnc3)cc2)oc1C (configuration not stated) the results were LYPLA2 inh 7, ZTA DNA inh -7, PAFAH1B3 inh 7, PREPL inh -6, PAD4 FP inh -1, EBNA-1 inh 2, LYPLA1 counter 6, PAFAH2 inh -2 and GSTO1 counter -6.
Screening O=C(N/N=C/c1cccnc1)c1ccccc1NS(=O)(=O)c1cccs1 returned LYPLA2 inh 4, ZTA DNA inh -1, PAFAH1B3 inh 7, PREPL inh 9, PAD4 FP inh -4, EBNA-1 inh 4, LYPLA1 counter 2, PAFAH2 inh 3 and GSTO1 counter -54.
For CC(C)C(=O)Nc1cccnc1 the results were LYPLA2 inh -5, ZTA DNA inh -8, PAFAH1B3 inh 6, PREPL inh 6, PAD4 FP inh -2, EBNA-1 inh -6, LYPLA1 counter 2, PAFAH2 inh -1 and GSTO1 counter -2.
For O=C(NNC(=O)c1ccc(SCC2CCCO2)c([N+](=O)[O-])c1)c1ccc(Cl)c([N+](=O)[O-])c1 (configuration not stated) the results were LYPLA2 inh 11, ZTA DNA inh 15, PAFAH1B3 inh 11, PREPL inh 7, PAD4 FP inh -4, EBNA-1 inh 6, LYPLA1 counter -3, PAFAH2 inh -1 and GSTO1 counter -1.
`Cc1cccnc1NC(=O)Nc1cccc(C(F)(F)F)c1` gave LYPLA2 inh 1, ZTA DNA inh -4, PAFAH1B3 inh -2, PREPL inh 10, PAD4 FP inh -1, EBNA-1 inh -2, LYPLA1 counter -2, PAFAH2 inh 3 and GSTO1 counter 13.
`Oc1ccc(/C=N/NC2=NCCCCC2)c(O)c1` gave LYPLA2 inh 5, ZTA DNA inh -2, PAFAH1B3 inh 9, PREPL inh 10, PAD4 FP inh -7, EBNA-1 inh -8, LYPLA1 counter -1, PAFAH2 inh -1 and GSTO1 counter 7.
`COc1ccc(OC)c(C2=Nn3c(nnc3-c3ccncc3)SC2)c1` gave LYPLA2 inh 9, ZTA DNA inh 5, PAFAH1B3 inh 4, PREPL inh 0, PAD4 FP inh 3, EBNA-1 inh 4, LYPLA1 counter 4, PAFAH2 inh -4 and GSTO1 counter -12.
For CSc1ccccc1C(=O)C1CCCN(C(=O)CCc2cccnc2)C1 (configuration not stated) the results were LYPLA2 inh 4, ZTA DNA inh -13, PAFAH1B3 inh 3, PREPL inh 13, PAD4 FP inh -5, EBNA-1 inh -15, LYPLA1 counter 1, PAFAH2 inh 6 and GSTO1 counter 7.
For Cc1cc(=O)oc2cc(OC(C)C(=O)Nc3ccc(N4CCCCC4)cc3)ccc12 (configuration not stated) the results were LYPLA2 inh 0, ZTA DNA inh 6, PAFAH1B3 inh 5, PREPL inh -4, PAD4 FP inh -11, EBNA-1 inh -12, LYPLA1 counter -3, PAFAH2 inh 1 and GSTO1 counter -1.
For CCOC(=O)CSc1nnc(Cn2c(=O)sc3ccccc32)n1-c1ccccc1C the results were LYPLA2 inh 2, ZTA DNA inh 17, PAFAH1B3 inh 11, PREPL inh -3, PAD4 FP inh -1, EBNA-1 inh 0, LYPLA1 counter 3, PAFAH2 inh 4 and GSTO1 counter -3.
O=C(Nc1cccc(C(=O)N2CCCC2)c1)c1ccccc1Cl was read as LYPLA2 inh 5, ZTA DNA inh -9, PAFAH1B3 inh 7, PREPL inh 14, PAD4 FP inh 2, EBNA-1 inh 4, LYPLA1 counter 2, PAFAH2 inh 1 and GSTO1 counter 7.
For CCOc1cc2[nH]c(=S)n(CCC(=O)NCc3ccco3)c(=O)c2cc1OCC the results were LYPLA2 inh 6, ZTA DNA inh -1, PAFAH1B3 inh 6, PREPL inh -1, PAD4 FP inh -1, EBNA-1 inh -1, LYPLA1 counter 3, PAFAH2 inh -6 and GSTO1 counter 0.
`CC(C)(C)NC(=O)/C(=C\c1cccnc1)NC(=O)c1ccco1` gave LYPLA2 inh 0, ZTA DNA inh -7, PAFAH1B3 inh 6, PREPL inh -6, PAD4 FP inh 1, EBNA-1 inh 4, LYPLA1 counter 0, PAFAH2 inh -2 and GSTO1 counter 1.
For O=C(c1ccccc1)N(C1=NCCCCS1)c1ccccc1 the results were LYPLA2 inh 1, ZTA DNA inh 6, PAFAH1B3 inh 4, PREPL inh -1, PAD4 FP inh 1, EBNA-1 inh 9, LYPLA1 counter -2, PAFAH2 inh 1 and GSTO1 counter 2.
CC1CCc2c(C(=O)Nc3ccc(N4CCOCC4)cc3)csc2C1 (configuration not stated) was read as LYPLA2 inh 1, ZTA DNA inh -21, PAFAH1B3 inh -1, PREPL inh -3, PAD4 FP inh -4, EBNA-1 inh -9, LYPLA1 counter 8, PAFAH2 inh 4 and GSTO1 counter -5.
COc1ccc(/C=C/C(=O)Nc2nc(C)c(C(=O)N(C)C)s2)cc1 was read as LYPLA2 inh 10, ZTA DNA inh -7, PAFAH1B3 inh 3, PREPL inh 7, PAD4 FP inh -3, EBNA-1 inh 6, LYPLA1 counter -2, PAFAH2 inh -2 and GSTO1 counter -1.
`COc1ccc(N2CCN(S(=O)(=O)c3ccc4c(c3)NC(=O)C(C)S4)CC2)cc1` (configuration not stated) gave LYPLA2 inh 1, ZTA DNA inh 6, PAFAH1B3 inh 0, PREPL inh -15, PAD4 FP inh -2, EBNA-1 inh 2, LYPLA1 counter 0, PAFAH2 inh 0 and GSTO1 counter -2.
`CC(=O)c1ccc(NC(=O)C(C)OC(=O)CCCN=C2NS(=O)(=O)c3ccccc32)cc1` (configuration not stated) gave LYPLA2 inh 2, ZTA DNA inh 3, PAFAH1B3 inh -8, PREPL inh -1, PAD4 FP inh -2, EBNA-1 inh 0, LYPLA1 counter 1, PAFAH2 inh 3 and GSTO1 counter 0.
COc1ccc(C(=O)N/C(=C\c2ccccc2)C(=O)NCc2cccnc2)cc1 was read as LYPLA2 inh 0, ZTA DNA inh -3, PAFAH1B3 inh -1, PREPL inh -2, PAD4 FP inh -3, EBNA-1 inh 3, LYPLA1 counter 1, PAFAH2 inh 4 and GSTO1 counter 2.
c1ccc2c(c1)oc1c(NCCN3CCOCC3)ncnc12 was read as LYPLA2 inh 5, ZTA DNA inh 1, PAFAH1B3 inh 2, PREPL inh 9, PAD4 FP inh -3, EBNA-1 inh 2, LYPLA1 counter -1, PAFAH2 inh 1 and GSTO1 counter 6.
`CC(C)CN1C(=O)c2ccc(C(=O)Nc3ccc(OCC(=O)O)cc3)cc2C1=O` gave LYPLA2 inh 6, ZTA DNA inh -3, PAFAH1B3 inh 4, PREPL inh 14, PAD4 FP inh 0, EBNA-1 inh -3, LYPLA1 counter 1, PAFAH2 inh -5 and GSTO1 counter 15.
CCOC(=O)c1nnn(-c2nc(OC)nc(N3CCCC3)n2)c1-c1ccccc1 was read as LYPLA2 inh 2, ZTA DNA inh -10, PAFAH1B3 inh 2, PREPL inh -2, PAD4 FP inh 0, EBNA-1 inh 3, LYPLA1 counter 5, PAFAH2 inh 8 and GSTO1 counter -8.
For O=C(CCN1CCOCC1)c1ccc(Br)cc1 the results were LYPLA2 inh -3, ZTA DNA inh 3, PAFAH1B3 inh 18, PREPL inh 0, PAD4 FP inh -1, EBNA-1 inh -1, LYPLA1 counter 1, PAFAH2 inh -7 and GSTO1 counter -12.
CCCCN(C(=O)NCCCCCCNC(=O)N(CCCC)C1CCS(=O)(=O)C1)C1CCS(=O)(=O)C1 (configuration not stated) was read as LYPLA2 inh 2, ZTA DNA inh 7, PAFAH1B3 inh 2, PREPL inh 4, PAD4 FP inh -3, EBNA-1 inh -5, LYPLA1 counter -4, PAFAH2 inh 1 and GSTO1 counter -2.
CCC(c1nnnn1Cc1ccc2c(c1)OCO2)N1CCN(c2ccccc2)CC1 (configuration not stated) was read as LYPLA2 inh -2, ZTA DNA inh -9, PAFAH1B3 inh 8, PREPL inh -30, PAD4 FP inh 3, EBNA-1 inh 7, LYPLA1 counter 1, PAFAH2 inh 8 and GSTO1 counter -3.
For COc1cc(C(=O)Nc2nncs2)cc(OC)c1OC the results were LYPLA2 inh 2, ZTA DNA inh 6, PAFAH1B3 inh 1, PREPL inh 2, PAD4 FP inh -2, EBNA-1 inh -7, LYPLA1 counter 0, PAFAH2 inh -1 and GSTO1 counter 4.
For Cc1nc(Nc2ccccc2)sc1C(=O)c1ccc(F)cc1 the results were LYPLA2 inh -2, ZTA DNA inh -10, PAFAH1B3 inh 9, PREPL inh 2, PAD4 FP inh -5, EBNA-1 inh -2, LYPLA1 counter 1, PAFAH2 inh -2 and GSTO1 counter 1.

Not a retest: entries from further up.
`CC(C)(C)NC(=O)/C(=C\c1cccnc1)NC(=O)c1ccco1` gave LYPLA2 inh 0, ZTA DNA inh -7, PAFAH1B3 inh 6, PREPL inh -6, PAD4 FP inh 1, EBNA-1 inh 4, LYPLA1 counter 0, PAFAH2 inh -2 and GSTO1 counter 1.
For O=C(c1ccccc1)N(C1=NCCCCS1)c1ccccc1 the results were LYPLA2 inh 1, ZTA DNA inh 6, PAFAH1B3 inh 4, PREPL inh -1, PAD4 FP inh 1, EBNA-1 inh 9, LYPLA1 counter -2, PAFAH2 inh 1 and GSTO1 counter 2.

Source: PubChem (The Scripps Research Institute Molecular Screening Center)
